Bioassay records deposited in PubChem BioAssay by National Center for Advancing Translational Sciences (NCATS).
Tau FP inhib: tau fibrillization inhibition (FP). P10636. K18 P301L tau heparin fibrillization, Alexa594 FP, 6 h. Potency, µM (series often up to 57.7 µM), for inactives: top-dose activity, negative = inhibition, hits mostly inhibitors. 280,000 compounds, 0.39% hits; further: nearly all actives have a fitted effect of over 55% in size
Target sequence (P10636 561-689 P618L limits assumed): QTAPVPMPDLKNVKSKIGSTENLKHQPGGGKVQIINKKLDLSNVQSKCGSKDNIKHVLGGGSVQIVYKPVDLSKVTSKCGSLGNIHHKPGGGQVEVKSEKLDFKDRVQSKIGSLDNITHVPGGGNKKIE
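FP of Alexa 594-tau after heparin (20 uM) induction. Substrate: human K18 P301L, 15 uM unlabeled, 0.24 uM labeled. Buffer 100 mM sodium acetate pH 7. 6 hr, 37 C.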
GLA spleen mod: alpha-galactosidase A (human) modulation; P06280; human spleen homogenate, 4MU-alpha-Gal fluorescence, 40 min; Potency, µM (highest dose often 80 µM), without a hit: top-dose activity change, negative = inhibition, usual class: inhibitors; 240,000 compounds, 0.008% hits; AID 2107;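 further: 0% = enzyme with vehicle and -100% = no enzyme basal signal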
Target sequence (P06280 32-429 limits assumed): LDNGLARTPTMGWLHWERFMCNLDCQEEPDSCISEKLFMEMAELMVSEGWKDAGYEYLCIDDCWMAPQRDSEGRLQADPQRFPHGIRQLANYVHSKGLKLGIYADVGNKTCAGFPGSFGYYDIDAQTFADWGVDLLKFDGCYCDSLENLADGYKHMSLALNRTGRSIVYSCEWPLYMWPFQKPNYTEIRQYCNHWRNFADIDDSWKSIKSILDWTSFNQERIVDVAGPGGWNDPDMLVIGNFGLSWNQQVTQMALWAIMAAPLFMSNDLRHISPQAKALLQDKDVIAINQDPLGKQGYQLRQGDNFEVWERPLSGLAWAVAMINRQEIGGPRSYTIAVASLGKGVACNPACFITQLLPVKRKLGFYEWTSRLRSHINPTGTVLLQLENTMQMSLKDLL
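Spleen homogenate 1 ug + cpd (titration) + 4-MU-alpha-D-galactopyranoside 1 mM; 37C 40 min; 50 mM citrate/phosphate pH 5.0, 0.01% Tween-20; stop pH 10; fluorescence 365/440; AC50 via Hill.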
Tau fluor cs: counter-screen for tau fibril formation inhibitors. Potency, µM (doses to about 57.7 µM), inactives show at the highest dose activity change, negative = decrease. 280,000 compounds, 0.93% hits. tau K18 P301L Alexa594 fluorescence, heparin fibrillization. AID 1463; further: nearly all actives have a fitted effect of over 55% in size
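Human tau K18 P301L (15 uM unlabeled, 0.24 uM Alexa 594-labeled) in 100 mM sodium acetate pH 7 with 20 uM heparin, 6 hr at 37 C. ThT 30 uM added, 1 hr ambient; Alexa 594 FP and total fluorescence read at 555/632 nm.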
Tau fibril ThT: blocks human tau fibril formation measured by thioflavin T. Potency, µM (highest dose often 57.4 µM), inactives show at the top dose activity, negative = inhibition, hits mostly inhibitors. recombinant tau K18 P301L (four-repeat tau fragment), heparin-induced fibrillization, ThT fluorescence. 270,000 compounds, 2.1% hits. P10636; further: nearly all actives have a fitted effect of over 55% in size
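Tau K18 P301L fragment (15 uM unlabeled plus 0.24 uM Alexa 594-labeled) in 100 mM sodium acetate pH 7 with compound, fibrillization induced by 20 uM heparin for 6 hr at 37 C. Thioflavin T (30 uM) added, fluorescence read after 1 hr (ex 450, em 510 nm).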
TexasRed fluor: alters Texas Red total fluorescence, flagging assay interference; Potency, µM (top dose mostly 106 µM), inactives show top-dose fluorescence change, negative = quenching; 280,000 compounds, 0.29% hits; TRb/SRC2 Texas Red total fluorescence interference; active means well fitted curve in either direction with a large enough effect; inconclusive means small, poorly fitted or top-dose-only effect
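Human TRβ ligand-binding domain (0.6 uM) and Texas Red SRC2 peptide (20 nM) in Tris buffer with 1 uM T3 and 5% DMSO were incubated with pinned compound for 5 hr at ambient temperature. Total fluorescence was computed as S + 2P (555/632 nm).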
ALDH1A1 block: blocks purified human ALDH1A1 activity; P00352; Purified ALDH1A1, NADH fluorescence, propionaldehyde substrate; Potency, µM (doses to about 75.3 µM), without a hit: at the highest dose activity, negative = inhibition, usual class: inhibitors; 220,000 compounds, 7.3% hits; active means well fitted inhibition curve with a large enough effect, not every such curve was filed as active; inconclusive means small, poorly fitted or top-dose-only effect, or another doubt; inactive means no such curve, though single readings can be large or run the other way;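 further: plate controls were no enzyme wells and a reference inhibitor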
Target sequence (P00352 whole entry, looked up): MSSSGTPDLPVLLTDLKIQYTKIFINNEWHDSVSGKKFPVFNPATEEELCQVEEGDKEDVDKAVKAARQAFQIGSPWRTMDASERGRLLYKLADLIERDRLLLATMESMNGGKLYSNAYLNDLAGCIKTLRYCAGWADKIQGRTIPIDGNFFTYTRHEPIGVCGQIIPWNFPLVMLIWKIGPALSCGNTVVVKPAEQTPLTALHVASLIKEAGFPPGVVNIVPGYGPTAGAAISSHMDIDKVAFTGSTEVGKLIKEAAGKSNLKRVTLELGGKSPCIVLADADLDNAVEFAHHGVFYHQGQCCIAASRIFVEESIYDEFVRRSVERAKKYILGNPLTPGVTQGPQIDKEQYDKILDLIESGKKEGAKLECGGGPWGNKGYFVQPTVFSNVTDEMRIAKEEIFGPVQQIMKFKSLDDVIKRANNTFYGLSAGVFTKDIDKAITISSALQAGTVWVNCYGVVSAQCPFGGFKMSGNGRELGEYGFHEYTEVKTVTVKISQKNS
TRb-SRC2 inh: inhibitors of human thyroid hormone receptor beta-SRC2 interaction; P10828; TRbeta-SRC2 peptide binding, fluorescence polarization; receptor liganded with 1 µM T3; Potency, µM (series often up to 106 µM), for inactives: at the highest dose activity change, negative = inhibition, hits mostly inhibitors; 280,000 compounds, 0.065% hits;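 further: plate controls were bound peptide for no effect and peptide without receptor for full effect; nearly all actives have a fitted effect of over 50% in size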
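TRb LBD 0.6 uM + Texas Red SRC2 peptide 20 nM, 1 uM T3, Tris buffer w/ 5% DMSO; compound pinned, 5 h RT; FP read ex 555/em 632; normalized to unbound and bound controls.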
L3MBTL1 inh: inhibitors of human L3MBTL1; 230,000 compounds, 0.66% hits; AlphaScreen L3MBTL1–H3K9me1 peptide binding; Potency, µM (series often up to 57.1 µM), without a hit: at the top dose activity, negative = inhibition, most hits filed as inhibitors; Q9Y468; further: nearly all actives have a fitted effect of over 60% in size
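AlphaScreen proximity signal between nickel-chelate acceptor and streptavidin donor beads (final 10 ug/mL) reports binding of 50 nM L3MBTL1 to 75 nM biotin-H3 K9me1 peptide; complex incubated with compounds 30 min at room temperature; cefsulodin titration as control.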
The depositor's hits bear a star; ? = inconclusive; nt = no result given; & = joins results of further samples; [ ] = dose if it differs, or a comment. Unless noted, the call rests on the fitted dose curve; in most records, active means well fitted curve in the direction sought with a large enough effect; inconclusive means small, poorly fitted or top-dose-only effect, or another doubt; inactive means no such curve, though single readings can be large; an effect the other way counts as inactive or inconclusive. Unless noted, on the % scale 0 is the no-effect control and ±100 the full control effect; potency means the concentration at half of the fitted maximal effect.

mol | Tau FP inhib | GLA spleen mod | Tau fluor cs | Tau fibril ThT | TexasRed fluor | ALDH1A1 block | TRb-SRC2 inh | L3MBTL1 inh
O=C(NCCc1ccccc1)c1cc2ncc(Br)cn2n1 | 6% | 10% | -3% | -9% | -6% | 12% | -8% | nt
Cc1cccc(Nc2nc(N)nc(CSc3nccc(C)n3)n2)c1 | -2% | -1% | -4% | -15% | -4% | 12% | 5% | nt
CCCN(CCC)CCNC(=O)c1ccc2c(c1)NC(=O)C(CS(=O)(=O)Cc1cccc(Br)c1)N2 (stereo unspecified) | -4% | nt | ? | ? | -1% | nt | 1% | nt
Cc1cc(-c2ccc(/C=N/n3cnnc3)o2)c([N+](=O)[O-])cc1C | 1% | -1% | 1% | 5% | 4% | 10µM* | 12% | -29%
COc1cc(SC#N)ccc1N=Cc1c(C)[nH]n(-c2ccc(C)cc2)c1=O | ? | -2% | -17% | 14µM* | -8% | 0.63µM* | 0% | 1%
O=C(CN1CCN(c2ncccn2)CC1)N(Cc1ccccc1)c1ccc(F)cc1 | 12% | 7% | -2% | -1% | 2% | ? | -7% | nt
CCc1n[nH]c(=S)n1/N=C/c1cc(OC)cc([N+](=O)[O-])c1O | -16% | 1% | -28% | 5µM* | -5% | ? | -4% | ?
CC1Cc2cc(S(=O)(=O)NCc3ccc(N(C)C)cc3)ccc2N1C(=O)C1CCC1 (stereo unspecified) | 5% | nt | -20% | -12% | 22µM*[quencher] | nt | -11% | nt
O=C(NCc1ccccc1)C1=C[C@@H](C2CCCCC2)C[C@@H](OCc2ccc(CO)cc2)O1 | 4% | 0% | -14% | -13% | -2% | 13µM* | 3% | 11%
CC1CN(C(=O)CN2C(=O)c3ccccc3C2=O)CC(C)O1 (stereo unspecified) | -3% | 1% | -4% | -7% | 0% | 6% | -7% | nt
Nc1cccn2c(-c3ccc(Cl)cc3)cnc12 | 2% | 2% | ? | ? | 1% | 28µM* | -4% | -4%
CCOC(=O)c1c(C)oc2ccc(NS(=O)(=O)c3ccc(C(=O)O)cc3)cc12 | 7% | -3% | 10% | 0% | -2% | -4% | 0% | -24%
CCN(CC)C(=O)C(=O)Nc1ccc(OCc2ccccc2)cc1 | 4% | 5% | -7% | -5% | -1% | 2% | 2% | 3%[11.4 µM]
CCN1C(=O)N[C@@H](CCc2ccccc2)[C@H](C(C)=O)[C@H]1C | -12%[11.6 µM] | 5%[17.5 µM] | -6%[11.6 µM] | -5%[11.5 µM] | -3%[11.2 µM] | 13%[13.5 µM] | -2%[11.2 µM] | nt
O=C(/C=C/c1ccc2c(c1)OCO2)NCC1CCCO1 (stereo unspecified) | 13% | 3% | 6% | 6% | -4% | ? | -10% | -6%
O=C(Cn1cccc1C(=O)c1ccccc1)NCCCN1CCOCC1 | -8% | 4% | -8% | -8% | 1% | 4% | 5% | 2%
CN(c1ccc(C(=O)N2CCCCC2)cc1)S(C)(=O)=O | -1% | -1% | 1% | 7% | 2% | 6% | -6% | -25%[11.4 µM]
CCOC(=O)c1ccc(NC(=O)c2nc[nH]c2C(=O)N[C@@H](CCCCNC(=O)OC(C)(C)C)C(=O)OC(C)(C)C)cc1 | ? | -3% | ? | 12% | 0% | nt | -5% | nt
CC1(C)S[C@@H]2[C@H](NC(=O)C(C(=O)O)c3ccccc3)C(=O)N2[C@H]1C(=O)O (stereo partly specified) | 6% | 11% | -11% | 11% | -1% | -1% | -1% | -11%
COc1ccccc1NC(=O)Nc1nnc(CC(=O)Nc2ccccc2C)s1 | ? | 0% | -14% | 0% | -3% | 11% | 0% | -3%
O=C(Nc1nnc(C2CC2)s1)c1ccc(S(=O)(=O)c2ccccc2)cc1 | -12% | -5% | 7% | 2% | -3% | 2% | -1% | 1%
O=C(Oc1coc(CSc2ncccn2)cc1=O)c1ccco1 | 3% | 0% | -10% | -19% | -2% | -2% | -4% | nt
CCOCCCNC(=O)C(c1ccc(OC)cc1)N(Cc1cccs1)C(=O)CNC(C)=O (stereo unspecified) | 6%&5% | 9% | 1%&-2% | 1%&-2% | -4%&-1% | -5% | 1%&5% | -53%
Cc1ccnc(NC(NC(=O)C(C)C)(C(F)(F)F)C(F)(F)F)c1 | ? | 3% | 5% | 3% | 0% | 0% | -6% | -8%
CCOC(=O)C1CCCN(C(=O)c2ccc3c(c2)OCO3)C1 (stereo unspecified) | 13% | 9% | 8% | 5% | -2% | ? | -4% | 6%
O=C(CCOc1ccccc1)N1CCN(c2ccc(O)cc2)CC1 | 6% | 2% | -15% | ? | -2% | nt | -4% | -24%
O=C(O)/C=C/C(=O)Nc1ccc(Oc2ccc(NC(=O)/C=C/C(=O)O)cc2)cc1 | -5% | 4% | -11% | ? | 2% | ? | -3% | 25µM*
Cc1ccc(-n2c(CNc3ccc(C)c(Cl)c3)n[nH]c2=S)cc1 | 1% | 3% | ? | ? | -2%[53 µM] | -1% | 9%[53 µM] | -12%
O=C(Cn1c(=O)n(Cc2ccc(F)cc2)c(=O)c2sc3ccccc3c21)Nc1ccc(F)cc1F | -19% | nt | -15% | 10% | 0% | nt | -7% | nt
NC(=O)c1cc2cc(Cl)ccc2oc1=O | 0% | 1% | 5% | 3% | -4% | -11% | -4% | nt
CCc1cccc2c(C(=O)CSc3nncn3-c3ccccc3OC)c[nH]c12 | -2% | 9% | 1% | 3% | 89µM*[quencher] | 4% | 0% | -7%
CCCSc1ncc(Cl)c(C(=O)Nc2ccc(S(=O)(=O)N3CCCC(C)C3)cc2)n1 (stereo unspecified) | -12% | nt | ? | -1% | 5% | nt | -1% | nt
COc1ccc(NC(=O)Cc2c(Cl)cccc2Cl)cn1 | -2% | -20% | -4% | 0% | -3% | 7% | 7% | nt
Cc1[nH]n(-c2ccccc2)c(=O)c1/C=C1/C=c2ccccc2=N1 | 14% | -4% | -21% | 2.2µM* | 0% | 10% | -2% | -12%
COc1ccc(C2NC(=O)NC(C)=C2C(=O)OCc2ccc3c(c2)OCO3)cc1OC (stereo unspecified) | 5% | 2% | -4% | 2% | -5% | 0% | 2% | 5%
N#Cc1cccc(NC(=O)C2CCN(c3ncccn3)CC2)c1 | 2% | nt | -7% | -4% | 0% | nt | -4% | nt
C=CCSC1=C(C#N)C(c2ccccc2OC)CC(=O)N1 (stereo unspecified) | 0% | 4% | -9% | -13% | 2% | ? | -26% | -1%
O=C(/C=C/c1cccc([N+](=O)[O-])c1)NCc1ccco1 | 6% | 4% | -10% | -7% | -3% | ? | 3% | -7%
O=C(CN1CCN(c2ccccn2)CC1)NC1CCCCC1 | -1% | 2% | 0% | -3% | 0% | ? | 1% | 2%
CCCCNC(=O)C(CC)Sc1nc2ccccc2c(=O)n1CCc1ccc(OC)c(OC)c1 (stereo unspecified) | 0% | nt | -9% | -5% | -50% | nt | 3% | nt
Cc1cc(Nc2ccc(C(=O)O)cc2)n2nc(C)nc2n1 | 0% | 1% | 2% | -10% | 1% | 3% | -8% | -9%
COc1cccc(-n2ccnc2SCC(=O)NCc2ccccc2)c1 | -5% | -3% | -9% | -6% | 2% | -4% | -1% | 0%
CCOc1ccc(S(=O)(=O)NC2CC2)cc1C(N)=O | 6% | -2% | 7% | 10% | -2% | -4% | -3% | -8%
CCN(CC)CC(=O)N(CC(=O)Nc1c(C)cc(C)cc1C)C1CCCCC1 | -1% | 4% | -7% | -9% | -2% | -5% | 1% | nt
O=C(CCC(=O)c1ccc(Br)cc1)Nc1cccnc1 | 5% | -2% | -4% | -4% | -2% | 1% | -1% | 5%
CC(C)c1cc(C(=O)N/N=C/c2cccnc2)cs1 | -8% | 7% | -4% | -10% | -1% | ? | -4% | 2%
Cc1cc(OCCCn2ccnc2)cc(C(C)C)c1 | 4% | -6% | -14% | -14% | 0% | -13% | 4% | -18%
COCCN(C(=O)CCC(=O)Nc1nccs1)C(C(=O)NC(C)(C)C)c1ccc(Cl)cc1 (stereo unspecified) | 12%[2.34 µM] | -5% | 21%[2.34 µM] | 6% | 0% | 1% | -3% | 0%
Cc1ccc(C(=O)N/C(=C\c2sccc2C)C(=O)NCc2ccncc2)cc1 | ? | 3% | -3% | -8% | -1% | -3% | -6% | 13%
CCN1CCOC(=O)C1CC(=O)Nc1ccc(C(C)=O)cc1 (stereo unspecified) | 0% | nt | 6% | -18% | 1% | nt | -4% | nt
COc1ccc(OCc2nc3c4c(-c5ccc(OC)cc5)c(-c5ccc(OC)cc5)oc4ncn3n2)cc1 | -4% | nt | 0% | 0% | -3% | nt | 5% | nt
COc1cc(C)c(S(=O)(=O)Nc2cccc(-c3ccc(N4CCCC4)nn3)c2)cc1C | -3% | nt | -17% | 0% | 3% | nt | 3% | nt
OC(COc1ccc(Cl)cc1)CN1C2=NCCCN2c2ccccc21 (stereo unspecified) | -7% | 4% | -7% | -19% | -3% | 3% | -9% | nt
CC1(C)CC(C)(O)N(Cc2ccccc2)C(=S)N1 (stereo unspecified) | -8% | 1% | -2% | -1% | 2% | 6% | -8% | 6%
O=C(Cc1cccs1)OCC(=O)c1ccco1 | ? | 5% | -19% | ? | -4% | ? | -15% | ?
CCOC(=O)Cc1cnc(NC(=O)CSc2nc(N)cc(=O)[nH]2)s1 | -6% | 2% | 3% | 11% | -2% | 3% | -1% | 2%
Cc1ccc2[nH]c(SCC(=O)N3CCOCC3)nc2c1C | 1% | 2% | 0% | -11% | -1% | -6% | 1% | nt
COc1ccc(N(Cc2cc3ccc(C)cc3[nH]c2=O)C(=O)C2CCCO2)cc1 (stereo unspecified) | 8% | -4% | -1% | -4% | -1% | nt | 2% | -10%
COc1ccc(C(=O)C2CCCN(C(=O)c3cccnc3OC)C2)c(C)c1 (stereo unspecified) | 4% | -2% | -3% | -6% | 1% | ? | -9% | -1%
O=[N+]([O-])c1ccc(N2CCN(S(=O)(=O)c3ccccc3)CC2)cc1NCCN1CCOCC1 | 8% | -4% | -19% | ? | -4% | -7% | 0% | -16%
O=C(CSc1nnc(Cc2ccccc2)o1)Nc1ccc2c(c1)OCO2 | 4% | 3% | -17% | -16% | -1% | ? | 11% | nt
